FBW7 act – FBW7 E3 ligase activators, primary screen, biochemical, AlphaScreen, human; AlphaScreen FBW7–phospho-cyclin E peptide binding, activator screen; actives 0.13% (n = 650,000); AID 1259310, 2017; normalized activity (activation), % at 26.1 µM; in the data active means normalized activity above about 1.9%;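 further: purified mutant Fbw7 with reduced substrate affinity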
GPR151 ag – activators of human GPR151, primary screen, cell-based, PathHunter beta-arrestin, luminescence. actives 1% (n = 650,000). activation, % at 11.2 µM. AID 1508602, 2020. PathHunter beta-arrestin GPR151 cells; in the data active means activation above about 4.9%;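 further: 0% = median of compound wells and 100% = cells with positive control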
Target sequence (Q8TDV0 whole entry, looked up): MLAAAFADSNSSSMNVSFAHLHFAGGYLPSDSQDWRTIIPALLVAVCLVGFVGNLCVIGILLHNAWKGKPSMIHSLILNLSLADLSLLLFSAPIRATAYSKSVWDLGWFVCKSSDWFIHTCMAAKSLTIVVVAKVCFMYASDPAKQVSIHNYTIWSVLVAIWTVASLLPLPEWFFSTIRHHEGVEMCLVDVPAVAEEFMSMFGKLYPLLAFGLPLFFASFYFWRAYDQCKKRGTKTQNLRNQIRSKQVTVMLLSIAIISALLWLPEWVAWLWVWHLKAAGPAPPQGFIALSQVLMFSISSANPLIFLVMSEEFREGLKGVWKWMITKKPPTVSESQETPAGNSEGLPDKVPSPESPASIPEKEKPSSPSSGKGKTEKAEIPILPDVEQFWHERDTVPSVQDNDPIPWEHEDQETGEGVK
TEAD-YAP inh – TEAD-YAP interaction inhibition, primary screen, TEAD-YAP interaction inhibitor project, luminescence, HEK-TIYL cells; TEAD-Gal4/YAP UAS-luciferase luminescence; inhibition, % at 9.12 µM; actives 1.4% (n = 640,000); AID 1259422, 2018; in the data active means inhibition above about 32%;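 further: 0% = median of test compound wells and 100% = reference inhibitor wells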
MITF primary – MITF inhibitors, primary screen, biochemical, AlphaScreen, human; AlphaScreen MITF homodimerization, bead proximity signal; inhibition, % at 2.6 µM; actives 0.91% (n = 650,000); AID 1259374, 2018; in the data active means inhibition above about 50%;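 further: 0% = vehicle wells with protein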
Target sequence (O75030 whole entry, looked up): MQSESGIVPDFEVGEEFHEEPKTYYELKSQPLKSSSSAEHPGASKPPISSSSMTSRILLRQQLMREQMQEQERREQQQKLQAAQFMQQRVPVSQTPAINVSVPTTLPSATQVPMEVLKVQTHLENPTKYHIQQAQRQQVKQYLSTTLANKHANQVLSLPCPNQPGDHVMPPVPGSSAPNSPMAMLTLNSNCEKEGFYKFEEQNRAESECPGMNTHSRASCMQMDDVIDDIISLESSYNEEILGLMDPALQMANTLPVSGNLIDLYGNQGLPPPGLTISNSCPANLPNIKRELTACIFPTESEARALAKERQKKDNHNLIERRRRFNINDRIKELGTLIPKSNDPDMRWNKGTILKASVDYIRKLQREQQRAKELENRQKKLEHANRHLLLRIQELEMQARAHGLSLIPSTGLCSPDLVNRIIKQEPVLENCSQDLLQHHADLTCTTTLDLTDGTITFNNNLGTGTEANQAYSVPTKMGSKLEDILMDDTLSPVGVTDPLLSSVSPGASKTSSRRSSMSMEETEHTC
Active calls of the source: *.

SMILES | FBW7 act | GPR151 ag | TEAD-YAP inh | MITF primary
CCOC(=O)c1c(NC(=O)c2ccc([N+](=O)[O-])cc2)sc(C(=O)N(C)C)c1C | -0.1 | 2.3 | -2 | 4
CC(=O)N1CCN(c2nc(N)c3c(N)nc4c(c3c2C#N)CC(=O)N4C)CC1 | -0.2 | -0.8 | 1 | 17
CC1CN(C(=O)c2cc3c(s2)CCC3)CC(C)O1 (stereo not given) | -0.1 | -0.3 | 2 | -1
Cc1ccc(NC(=O)CSc2nc(N)cc(N)n2)cc1S(=O)(=O)N1CCOCC1 | -0.2 | 1.1 | 5 | 3
Cc1ccc(C(=O)c2cc([N+](=O)[O-])ccc2N2CCOCC2)cc1 | 0.1 | -0.2 | 9 | 10
Cc1ccccc1C(=O)N1CCN(S(=O)(=O)c2cc3c4c(c2)CCC(=O)N4CCC3)CC1 | -0.1 | 2.9 | -1 | -6
O=C(CC1(O)C(=O)Nc2ccccc21)c1ccc(OCC(=O)N2CCOCC2)cc1 (stereo not given) | 0.3 | 3.4 | -1 | 11
CSCCC(NC(=O)c1ccccc1)C(=O)NNC(=O)c1ccccc1 (stereo not given) | 0.2 | -1.0 | -4 | 5
N#CC1=C(N)n2c(s/c(=C\c3ccco3)c2=O)=C(C#N)C1c1ccco1 (stereo not given) | -0.7 | -0.3 | 11 | 56*
Nc1[nH]c(=O)[nH]c(=O)c1N=Nc1ccccc1Cl | 0.6 | -0.6 | 1 | 6
CCOC(=O)c1ccc(N2NC(=O)/C(=C/c3ccc(C)cc3)C2=O)cc1 | 0.3 | 0.4 | 8 | 8
CN(C)S(=O)(=O)c1ccc(NC(=O)c2ccc(Br)o2)cc1 | -0.1 | -1.4 | -16 | -2
COC(=O)c1ccc(NC(=O)CCN2CCN(CCC(=O)Nc3ccc(C(=O)OC)cc3)CC2)cc1 | -0.1 | -0.2 | 10 | 3
O=C(c1cnn2c1NC(c1ccccc1)CC2C(F)(F)F)N1CCOCC1 (stereo not given) | 0.4 | -0.2 | 5 | 1
COc1ccc(C(=O)Nc2ccc3nn(-c4ccccc4)nc3c2)cc1Br | 0.0 | 0.9 | -6 | 0
COC(=O)C1=C(C)NC(=O)NC1c1ccc(OCC(=O)N2CCCCC2)cc1 (stereo not given) | 0.1 | -1.0 | -2 | 10
NC(=O)CSc1nnc(-c2cccnc2)s1 | -0.1 | 0.0 | 6 | -3
O=C(Nc1ccc(Cl)c(C(=O)O)c1)c1ccccc1 | 0.2 | -6.4 | -13 | 24
CC(C)Cc1cc(C(=O)NCCc2ccccc2)no1 | -0.1 | 0.0 | -42 | 3
CC1(C)CC(=O)C/C(=N\NC(=O)Nc2ccccc2)C1 | -0.2 | -0.1 | -10 | -2
CCOc1cccc(C(=O)Nc2ccc(N3CCN(C(=O)c4ccco4)CC3)cc2)c1 | 0.1 | -0.7 | 6 | -4
COc1ccc(-c2nn(CN3CCN(c4ncccn4)CC3)c(=S)o2)cc1 | -0.1 | -1.2 | -2 | -17
COC(=O)/C(=C/C=C/c1ccccc1)NC(=O)c1ccccc1 | -0.2 | 1.4 | -5 | 0
CCOC(=O)c1cc2n(c1/N=C/N(C)C)-c1ccccc1C2=O | 0.0 | 0.4 | -7 | -5

The list goes on; the last two above are carried over.
SMILES | FBW7 act | GPR151 ag | TEAD-YAP inh | MITF primary
COC(=O)/C(=C/C=C/c1ccccc1)NC(=O)c1ccccc1 | -0.2 | 1.4 | -5 | 0
CCOC(=O)c1cc2n(c1/N=C/N(C)C)-c1ccccc1C2=O | 0.0 | 0.4 | -7 | -5
COc1ccc(C2(NC(C)=O)CCN(Cc3ccc(C#N)cc3)CC2)cc1 | -0.1 | -0.9 | -5 | 12
CCS(=O)(=O)Nc1cccc(N2CCC(NCc3cccc(-n4cccn4)c3)CC2)c1 | 0.2 | -1.0 | -1 | -2
COc1cc(CC(=O)OCC(=O)c2cc(C)n(CC(F)(F)F)c2C)cc(OC)c1OC | -0.1 | -0.2 | -4 | -11
COc1ccc(Br)cc1CNC(C)(C)CO | 0.4 | -0.3 | 1 | 11
Cc1ccc(OCC(=O)N2CCOCC2)c(C)c1 | 0.1 | 0.7 | -13 | -1
CCOC(=O)c1cc(NC(=O)Nc2ccc(OCC)cc2)c(C)nc1C | -0.3 | 0.3 | 8 | -5
O=C1/C(=C/c2ccc(-c3ccc(Br)cc3)o2)C=C(c2ccccc2)N1c1cccnc1 | 0.0 | -0.1 | -7 | -10
c1ccc(-c2onc3cc(Oc4ccc5c(-c6ccccc6)onc5c4)ccc23)cc1 | 0.1 | 0.4 | -2 | -1
CC1=C(C(=O)OCCc2ccccc2)C(c2cccc(O)c2)C2=C(CC(C)(C)CC2=O)N1 (stereo not given) | 0.1 | 1.0 | -1 | -3
O=[N+]([O-])c1ccc(S(=O)(=O)N(CCCN2CCOCC2)Cc2cccs2)cc1 | -0.1 | 0.9 | -6 | 29
NC(=O)c1cccc(-c2ccc3c(c2)COC2(CCNCC2)O3)c1 | 0.8 | 0.2 | 6 | -10
Cc1ccc(Nc2ncnc3c2cnn3-c2ccc(C)cc2C)c(C)c1 | -0.1 | -0.5 | -15 | 3
O=C(NC1CCCC1)C1CCN(S(=O)(=O)c2ccc(Br)s2)CC1 | -0.2 | 0.2 | 0 | -2
COc1ccc(CCNC(=S)N2CC(C)OC(C)C2)cc1OC (stereo not given) | 0.2 | -0.5 | -4 | -3
CC(=O)c1cccc(NC(=O)c2cn(Cc3cccc(F)c3)nc2OCc2cccc(F)c2)c1 | 0.1 | 0.9 | -1 | 5
S=C(NCc1ccccc1)N/N=C/c1cccs1 | -0.2 | 0.0 | -5 | 6
CS(=O)(=O)c1ccc(NC2=NCCC2)cc1 | 0.0 | -0.1 | -2 | 15
CCOc1ccccc1-n1c(SCC(=O)NC2CCCC2)nnc1-c1ccncc1 | -0.1 | -0.5 | -13 | 10
CCOCCCn1c(=S)[nH]c2cc(C(=O)NCc3ccccn3)ccc2c1=O | -0.2 | 0.4 | 11 | 14
CCCCN(c1ccccc1)c1ncnc2c1cnn2-c1ccc(C)cc1C | -0.1 | 2.3 | 5 | 3
COc1ccc(CN2CCC(C(=O)NCC(C)C)CC2)cc1 | 0.0 | -0.1 | -1 | 47
CCCCN(c1ccc(C(=O)OC)cc1)S(=O)(=O)c1ccccc1 | 0.1 | 0.4 | 2 | 1
Cc1sc(NC(=O)CN(Cc2ccccc2)C(=O)NC2CCCCC2)c(C(N)=O)c1C | 0.3 | 0.1 | 13 | 7
O=C(CSC1=NCCN1)N1CCc2ccccc21 | -0.3 | 1.2 | -9 | -10
CCOC(=O)C1=C(C)N=c2s/c(=C\c3ccc(OCc4ccccc4)c(OC)c3)c(=O)n2C1c1ccc(C(C)C)cc1 (stereo not given) | -0.1 | 0.6 | 6 | 0
COc1ccc(-c2noc(CNC3CCCCC3)n2)cc1 | -0.2 | 3.3 | 3 | 8
O=C1NC(=S)NC(=O)C1=Cc1cc(Cl)c(O)c(Cl)c1 | 0.0 | 1.4 | 4 | 2
CC(C)(C)OC(=O)NCCCC(CCCNC(=O)OC(C)(C)C)C(=O)O | 0.0 | 0.9 | 11 | 11
CCC(C)(C)NC(=O)Cn1nnc(-c2ccc(OC)cc2)n1 | 0.2 | 0.9 | -8 | -2
COc1cc(N=Cc2c(O)[nH]c3ccccc23)cc(OC)c1 | -0.2 | -1.1 | 19 | 5
O=C(/C=C/c1cccc([N+](=O)[O-])c1)Nn1c(-c2ccc(F)cc2)nc2ccccc2c1=O | 1.1 | -0.6 | 4 | 15
O=C(c1cn(-c2ccc(F)cc2F)c(=O)c2ccccc12)N1CCCCCC1 | -0.1 | -0.8 | -1 | 2
CC(C)CC(NC(=O)C1CCCCC1)C(=O)NCc1ccccn1 (stereo not given) | 0.1 | -1.1 | 3 | -15
COc1ccccc1NC(NC(=O)CC(C)C)C(Cl)(Cl)Cl (stereo not given) | 0.1 | 0.2 | -3 | 8
COc1ccc(CN2CCN3C(=O)[C@H](Cc4ccc(Cl)cc4)NC(=O)[C@H]3C2)cc1 | -0.1 | 0.8 | 0 | -4
COc1cc(C2C(C#N)=C(N)OC3=C2C(=O)CCC3)ccc1OCc1ccc(F)cc1 (stereo not given) | -0.1 | 0.7 | -24 | 9
COc1ccc(OC(=O)c2cc3cc(Br)ccc3oc2=O)cc1 | -0.1 | 1.3 | -3 | 2
COC(=O)C1=CN(CCc2ccc(F)cc2)C=C(C(=O)OC)C1c1cccs1 | 0.8 | -0.1 | 7 | -8
CC(COc1ccc(/C=C/c2ccccc2)cc1)[N+](C)(C)C (stereo not given) | 0.0 | -2.4 | 4 | 12
Cc1nc(SCC(=O)NC2CC3CCC2C3)nc2c1CCCC2 (stereo not given) | 0.0 | -2.0 | 4 | -1
COc1ccc(OC(=O)CC2CCS(=O)(=O)C2)cc1 (stereo not given) | -0.1 | 0.0 | 9 | 6
CCOc1cc(C2C(C(=O)OC3CCCCC3)=C(C)NC3=C2C(=O)CC(C)(C)C3)ccc1O (stereo not given) | -0.1 | 0.2 | 7 | -2
COc1cc(/C=C2/C(=O)NC(=O)N(c3ccc(C(C)C)cc3)C2=O)ccc1O | 0.1 | -0.7 | 2 | 3
COc1ccccc1NC(=O)/C=C/c1ccc(C)o1 | 0.2 | -1.0 | -23 | -11
COc1ccc(C2=N/C(=C\c3ccc(Br)cc3)C(=O)O2)c(Cl)c1 | 0.0 | 1.9 | 2 | 2
N#CC1=C(N)Oc2n[nH]c(-c3ccccc3)c2C1c1ccc(F)cc1 (stereo not given) | -0.3 | -0.6 | -4 | -10
CC(=O)Cn1cnc2scc(-c3ccccc3)c2c1=O | -0.1 | -0.4 | -4 | -9
Cc1ccccc1N1C(=O)CC(S/C(N)=N/N=C/c2ccc(O)c(O)c2)C1=O (stereo not given) | 0.6 | 0.8 | -9 | 1

Filtered by structure, the compounds so far with a thiophene ring, fused or not (eight)
SMILES | FBW7 act | GPR151 ag | TEAD-YAP inh | MITF primary
CCOC(=O)c1c(NC(=O)c2ccc([N+](=O)[O-])cc2)sc(C(=O)N(C)C)c1C | -0.1 | 2.3 | -2 | 4
CC1CN(C(=O)c2cc3c(s2)CCC3)CC(C)O1 (stereo not given) | -0.1 | -0.3 | 2 | -1
O=[N+]([O-])c1ccc(S(=O)(=O)N(CCCN2CCOCC2)Cc2cccs2)cc1 | -0.1 | 0.9 | -6 | 29
O=C(NC1CCCC1)C1CCN(S(=O)(=O)c2ccc(Br)s2)CC1 | -0.2 | 0.2 | 0 | -2
S=C(NCc1ccccc1)N/N=C/c1cccs1 | -0.2 | 0.0 | -5 | 6
Cc1sc(NC(=O)CN(Cc2ccccc2)C(=O)NC2CCCCC2)c(C(N)=O)c1C | 0.3 | 0.1 | 13 | 7
COC(=O)C1=CN(CCc2ccc(F)cc2)C=C(C(=O)OC)C1c1cccs1 | 0.8 | -0.1 | 7 | -8
CC(=O)Cn1cnc2scc(-c3ccccc3)c2c1=O | -0.1 | -0.4 | -4 | -9

Next compounds.
SMILES | FBW7 act | GPR151 ag | TEAD-YAP inh | MITF primary
O=C1C(Cl)=C(Cl)C(=O)N1c1ccc(Cl)cc1 | 0.0 | -1.0 | -7 | 17
COc1ccc(-n2c(=O)[nH]c3c(C(N)=O)nc(-c4ccc(Br)cc4)nc32)cc1 | -0.3 | -1.4 | -1 | 3
COc1ccc(CC(=O)N2CCC(Cc3ccccc3)CC2)cc1OC | 0.4 | 1.5 | 3 | 6
OC(CNCC1CCCO1)Cn1c2ccccc2c2ccccc21 (stereo not given) | 0.1 | -1.3 | 11 | 3
CCn1c(SCC(=O)Nc2ccc3[nH]c(=O)[nH]c3c2)nnc1-c1ccc(Cl)cc1 | -0.1 | -1.7 | 1 | 2
COc1ccc(Cl)cc1NC(=O)CCc1c(C)nc2nc[nH]n2c1=O | 0.2 | 0.6 | 3 | -1
COc1ccc(OC)c(C(O)c2nc3ccccc3n2C(C)C)c1 (stereo not given) | -0.1 | 0.5 | -10 | 10
CC(Sc1nc2ccccc2s1)C(=O)O (stereo not given) | -0.1 | -1.4 | -23 | -14
COc1ccc(N2C(=O)C(Cl)=C(Nc3cccc(OC)c3)C2=O)cc1 | 0.1 | 0.0 | 2 | 9
O=C(CCNS(=O)(=O)c1ccc2[nH]c(=O)ccc2c1)NCc1ccco1 | 0.0 | 2.7 | -3 | -1
O=c1[nH]c2ncc(-c3ccco3)nc2n1CC1CC1 | 0.1 | 1.6 | -10 | -7
O=C1CC(n2nnn(-c3ccc4c(c3)OCO4)c2=S)C2COC1O2 (stereo not given) | 0.6 | -1.3 | -4 | -3
CCOC(=O)C1C(=O)CC(O)(c2ccccc2)CC1c1ccc(OC)cc1 (stereo not given) | 0.5 | -1.5 | -31 | 19

Screening data as filed in PubChem.

Compounds as they come, and some 3.4% of all compounds hit somewhere here.
